NOD1 NF-kB reporter: NOD1 signaling inhibitors, primary screen, cell-based, luminescence, uHTS (AID 1578); NOD1-driven NF-kB luciferase reporter cells, luminescence; higher % means a stronger effect; one-dose inhibition, % at 4 µM; EC50 in µM for titrated hits; 1% of 290,000 active; in the data active = inhibition mostly above about 36%, no sharp cut-off; inactive = mostly below about 34%;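 also: HEK-293T reporter cells stimulated with the NOD1 agonist gamma-tri-DAP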
NOD2 inhibition: NOD2 signaling inhibitors, cell-based, luminescence, uHTS, HEK293 (AID 1566); 0.63% of 290,000 active; HEK293 NOD2/NF-kB luciferase reporter, luminescence; higher % means a stronger effect; one-dose inhibition, % at 4 µM; EC50 in µM for titrated hits; in the data active = inhibition above about 50%; also: many of its hits are not listed in these tables
Yfh1-off respiration: enhancers of respiration in Yfh1-depleted yeast, dose response, Friedreich's ataxia, plus single-dose screen (AID 1465). S. cerevisiae Yfh1-off respiration, WST-1 reduction, 72 h; higher fold induction means a stronger effect. one-dose fold induction at 50 µM; EC50 in µM for titrated hits. 0.074% of 220,000 active;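 active = fold induction of absorbance versus untreated yeast above a set limit, then at least 30% activation at any dose in follow-up; inconclusive = repeats straddling the limit, or above it without dose testing; inactive = fold induction below the set limit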;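 also: activators that raise dye reduction in frataxin-depleted yeast; strong numbers were not always called active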
P. falciparum M17LAP: P. falciparum M17LAP inhibitors, primary screen, biochemical, fluorogenic H-Leu-NHMec substrate, 1536-well (AID 1619); recombinant M17LAP, H-Leu-NHMec fluorogenic kinetic assay; higher % means a stronger effect; Leucine aminopeptidase (Plasmodium falciparum (isolate 3D7)); inhibition, % at 30 µM; hits with a dose series show IC50 in µM; 0.38% of 220,000 active;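 active = compound inhibiting the enzyme by more than half at any dose during confirmatory dose-response retesting; inconclusive = strong single-dose inhibitors picked by rank but not retested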;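 also: plate controls were full reaction with DMSO carrier for no effect and no enzyme background for full effect; strong numbers were not always called active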
Dynein transport: inhibitors of GR-EGFP nuclear translocation, primary screen, dynein cargo transport inhibitor project, imaging, high-content, 3617.4 mouse cells. z-score, hits read low. test concentration mostly 20 µM; stimulated with dexamethasone, 1 µM; hits give low values. 0.47% of 220,000 active;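 active = plate z-score of nuclear minus cytoplasmic receptor signal below a set negative limit, without overly bright fluorescence or cell loss, cut at about -3.5 in these data, passing the limit was not always enough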;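 also: z-score of nuclear minus cytoplasmic ring GR-EGFP intensity difference per well; some compounds called inactive have numbers as strong as hits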
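Buffer or medium: Induction medium lacking tetracycline, stripped serum | Also added: Dexamethasone agonist, 1.0 µM final, for 30 min | Timing: 48 h induction, 1 h compound, 30 min dex at 37 °C | Detection: Formaldehyde fixation, Hoechst nuclear stain, 10x automated fluorescence imaging | Measure: Nuclear versus cytoplasmic GR-EGFP signal, averaged per well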
Autophagy mod: autophagy modulators in MEF cells, primary screen, imaging, high-content, MEF GFP-LC3. MEF GFP-LC3 puncta imaging; test concentration mostly 10 µM. calls only at 10 µM (by protocol). 0.98% of 190,000 active;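 active = percentage of spot-positive cells more than 3 SD above its plate mean, without a fluorescence outlier flag or 80% toxicity; inconclusive = no clear call, values can overlap the other calls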;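 also: spot-positive cell cutoff set from DMSO-treated cells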
b-catenin transl: modulators of beta-catenin nuclear translocation, primary screen, imaging, HeLa cells, immunofluorescence, high-content; nuclear translocation activity, % at 5 µM; 0.3% of 190,000 active; AID 1665, 2009;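 active = nuclear translocation activity above 50% at 5 µM, with a well cell count of 50 or more; inconclusive = wells under 50 cells across six images, flagged as toxic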;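 also: per-cell ratio of nuclear to cytoplasmic median beta-catenin stain intensity; plate controls were DMSO negative control for no effect and GSK-3 inhibitor IX positive control for full effect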
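Test system: human HeLa cells, native beta-catenin. Compound dosing: 5 µM primary single dose, 0.1% DMSO, 0.02–20 µM confirmation series. Incubation: compound exposure 24 h at 37°C. Detection: beta-catenin immunostaining with DAPI counterstain, 20x imaging, 6 fields/well. Read-out basis: Nuclear/cytoplasmic beta-catenin signal ratio, % activation.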
MT stabilize HCS: microtubule stabilizers in HeLa cells, primary screen, imaging, high-content imaging. 0.83% of 200,000 active. AID 2205, 2009. HeLa tubulin immunostaining HCS, 24 h; share of cells brighter than vehicle mean+2SD. % tubulin-high responders, % at 10 µM;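 active = plate Z-score above 3 for both tubulin-high and condensed-nucleus cell shares, with cell loss under 80%, at 10 µM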;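 also: anti alpha tubulin signal scored within the nucleus-defined area of each cell; some results filed as inactive read as strong as hits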
Insulin prom up: insulin promoter activators in MIN6 cells, imaging, high-content screening, mouse beta cells; MIN6 insulin promoter-GFP reporter; hits give high values; 0.3% of 190,000 active; z-score at 5 µM;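 active = z-score above 3 at 5 µM with at least 500 cells counted in the well; inconclusive = wells under 500 cells, flagged as cytotoxic or low count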
Dynein transport cytoplasmic EGFP: recorded beside Dynein transport, whose call it bears; z-score; measured here: cytoplasmic GR-EGFP intensity; hits give high values
Dynein transport nuclear GR-EGFP: second read-out of Dynein transport, no call of its own (marks repeat the call); z-score; measured here: nuclear GR-EGFP intensity;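 lower value marks the stronger effect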
Dynein transport cell count: further read-out of Dynein transport, marked with its call; z-score; measured here: cell count per field
Insulin prom up cell count: second read-out of Insulin prom up, no call of its own (marks repeat the call); cell count; measured here: cytotoxicity, nuclei count;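 total cells summed across four imaged fields per well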
b-catenin transl cell count 5 µM: further read-out of b-catenin transl, marked with its call; cell count; measured here: cell count, cytotoxicity flag
MT stabilize HCS Hoechst-high %: second read-out of MT stabilize HCS, no call of its own (marks repeat the call); % Hoechst-high responders; measured here: nuclear condensation Hoechst responders;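 share of cells brighter than vehicle mean plus two SD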
MT stabilize HCS cytotoxicity %: further read-out of MT stabilize HCS, marked with its call; toxicity, %; measured here: cytotoxicity by cell density;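 0% = mean cell density of plate MIN control wells and 100% = no cells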
Autophagy mod cell loss 18 h: second read-out of Autophagy mod, no call of its own (marks repeat the call); toxicity, %; measured here: cell loss, nuclei count;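 cell loss after 18 h compound exposure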
Active calls of the source: *; i = inactive; ? = inconclusive; . = no result given. An excerpt; the hit share may differ from the screen's.

SMILES | NOD1 NF-kB reporter | NOD2 inhibition | Yfh1-off respiration | P. falciparum M17LAP | Dynein transport | Dynein transport cytoplasmic EGFP | Dynein transport nuclear GR-EGFP | Dynein transport cell count | Autophagy mod | Autophagy mod cell loss 18 h | b-catenin transl | b-catenin transl cell count 5 µM | MT stabilize HCS | MT stabilize HCS Hoechst-high % | MT stabilize HCS cytotoxicity % | Insulin prom up | Insulin prom up cell count
CCCC(=O)NC(c1ccc(OC)cc1)c1ccc2cccnc2c1O (stereo not given) | -59.6% | 29.4% | i | 13.4% | 0.191 | -0.159 | -0.00467 | -0.298 | i | 24.3 | -0.2 | 1010 | 8.7* | 9.4* | 27.7* | -4.04 | 725
CCCCCc1c(C)nc(Nc2ccccc2)[nH]c1=O | -25.3% | -5.4% | i | 5.7% | 0.266 | -0.239 | 0.544 | -1.19 | i | 4.4 | -0.2 | 1051 | 4.2 | 2.6 | 3.0 | -0.17 | 1871
O=C1C2C3C=CC(C2C(=O)N1CCCO)C1C2C(=O)N(CCCO)C(=O)C2C31 (stereo not given) | 12.3% | 4.1% | i | 15.1% | -0.421 | -0.279 | -0.217 | 0.903 | i | -9.8 | . | . | 1.2 | 0.8 | 8.6 | . | .
O=C(CSCc1ccco1)c1ccc(Cl)s1 | -12.5% | -12.9% | i | 30.3% | 0.883 | 0.178 | 1.36 | -0.964 | i | 5.0 | 0.0 | 1444 | 6.3 | 3.0 | 5.2 | -0.03 | 1606
O=[N+]([O-])c1ccc(N2CCN(CCO)CC2)c2ncccc12 | -17.9% | 4.8% | i | 16.3% | -0.703 | -0.259 | -0.4 | 0.61 | i | 10.5 | 2.0 | 1078 | 5.5 | 1.6 | 7.1 | 0.66 | 1330
Cc1ccc(NC(=O)/C(C#N)=C/c2cccs2)c(C)c1 | -23.6% | -48.8% | i | -2.6% | -0.746 | -0.0586 | -0.51 | -0.0111 | i | -4.3 | 0.8 | 1049 | 2.0 | 1.3 | 6.2 | -0.19 | 1563
CCOc1ccc(-c2nc(CSc3nnc(N)s3)cs2)cc1 | -26.7% | -61.3% | i | 9.5% | 0.292 | -0.157 | 0.914 | 0.856 | i | -9.9 | 1.6 | 1088 | 2.6 | 2.3 | 6.6 | . | .
COc1ccccc1CNc1ncnc2c1cnn2-c1ccccc1 | 1.6% | -2.0% | i | 2.3% | -0.739 | -0.759 | -0.107 | 0.267 | . | . | -0.8 | 1216 | . | . | . | -0.15 | 1059
CCC(Sc1ccccn1)C(=O)Nc1nnc(C)s1 (stereo not given) | 1.8% | 15.4% | i | 3.7% | -0.00807 | -0.197 | -0.194 | -0.146 | i | 0.4 | 2.2 | 738 | 4.0 | 1.5 | 4.8 | 1.54 | 1144
Cc1nc2ccc(NC(=O)c3cc([N+](=O)[O-])cc([N+](=O)[O-])c3Cl)cc2s1 | 0.0% | -112.1% | i | ? | -3.58* | 1.8* | -1.92* | -2.72* | i | 4.2 | 16.4 | 357 | 4.5 | 4.3 | 8.6 | 1.36 | 1355
COC(=O)c1cccc(Nc2ncnc3sccc23)c1 | 2.9% | 4.6% | i | 12.3% | 0.941 | -0.0941 | 0.771 | -1.12 | i | -17.6 | -2.0 | 1091 | 4.8 | 2.6 | 10.2 | -1.7 | 1184
CCOC(=O)C1=C(N)c2ccccc2CC1C1CCCC1 (stereo not given) | 0.8% | 11.1% | i | -10.8% | -0.389 | -0.13 | 0.171 | 0.308 | . | . | 0.9 | 1274 | . | . | . | 0.6 | 1007
COC(=O)c1cc(C(=O)OC)n(Cc2ccc(Cl)cc2Cl)n1 | -23.8% | 3.4% | i | 1.4% | -0.517 | -0.0532 | -0.15 | 0.757 | i | 32.6 | -1.4 | 1179 | 1.6 | 1.0 | 9.4 | 0.03 | 924
CCC(=O)Nc1nc(C)c(C(=O)NC2CCCCC2)s1 | -30.5% | 12.5% | i | -3.0% | -0.678 | -0.262 | -0.375 | 0.226 | i | 2.0 | 0.3 | 1148 | 2.5 | 2.1 | 7.9 | . | .
CC1CCCCC1NC(=O)NC(=O)CCl (stereo not given) | . | . | i | 11.2% | -2.51 | 0.924 | -1.61 | -0.583 | i | -1.0 | . | . | 3.5 | 8.5 | 1.7 | -0.79 | 1041
CCOC(=O)C1CCCN(S(=O)(=O)c2cc(OCC(=O)NC3CCCCC3)c(C)cc2Cl)C1 (stereo not given) | 23.9% | 18.3% | i | -2.4% | -1.06 | -0.198 | -0.36 | -1.81 | i | 5.7 | . | . | 3.8 | 1.6 | 7.7 | . | .
CC1S/C(=N/N=C/c2ccco2)N(Cc2ccccc2)C1=O (stereo not given) | -10.7% | -70.0% | i | 21.9% | 0.936 | -0.224 | 0.452 | -0.777 | . | . | -2.0 | 1069 | . | . | . | 0 | 1103
COc1ccc(OC(=O)CN2C(=O)C3C4CCC(C4)C3C2=O)cc1 (stereo not given) | -10.8% | 17.7% | i | -1.4% | 1.26 | -0.178 | 0.859 | -1.58 | i | -18.4 | 0.0 | 1077 | 5.3 | 2.9 | 4.9 | -0.2 | 1338
Cc1cccn2c(=O)c(/C=N/O)c(N3CCCCC3)nc12 | . | 5.1% | i | 6.0% | -0.253 | -0.295 | 0.0767 | -0.244 | i | 3.8 | 0.2 | 1462 | 4.2 | 3.0 | 8.6 | 1.63 | 1350
CCOc1ccccc1NC(=O)COn1nnc2ccccc21 | -33.9% | -15.9% | i | 2.5% | -0.191 | 0.154 | -0.0302 | 0.722 | i | -2.4 | -4.7 | 1216 | 3.8 | 2.3 | 8.5 | -0.56 | 773
CCOC(=O)CNC(=O)c1sc(NC(=O)/C=C/c2ccccc2)nc1C | -15.0% | -4.2% | i | . | -0.887 | 3.23 | -0.298 | 0.184 | . | . | -0.2 | 1366 | . | . | . | 0.23 | 997
CCOC(=O)Cc1nc2ccccc2o1 | 9.4% | -11.8% | i | 6.8% | -1.04 | 0.208 | -0.64 | 1.21 | i | 3.8 | . | . | 0.7 | 2.2 | 7.3 | -0.29 | 1191
O=C(CN1CCCCC1)Nc1cc(Cl)ccc1Cl | -18.9% | -2.3% | i | 11.8% | 0.862 | -0.364 | 0.231 | 0.233 | i | -1.7 | -0.4 | 1058 | 3.0 | 3.1 | 9.9 | 0.92 | 1925
COc1ccc(OC)c(NC(=O)CCn2cccc2)c1 | -8.9% | 13.3% | i | 8.7% | 0.106 | -0.00994 | 0.622 | -1.46 | i | 14.9 | -1.2 | 977 | 7.7 | 3.0 | 7.8 | 0.85 | 1543
CN(C(=O)c1ccccc1C(=O)c1ccccc1)C1CCS(=O)(=O)C1 (stereo not given) | -9.5% | -8.0% | i | -4.4% | -1.62 | -0.339 | -0.868 | 1.58 | i | 16.7 | -1.2 | 870 | 3.6 | 2.5 | 10.3 | 0.37 | 1410
Following part
SMILES | NOD1 NF-kB reporter | NOD2 inhibition | Yfh1-off respiration | P. falciparum M17LAP | Dynein transport | Dynein transport cytoplasmic EGFP | Dynein transport nuclear GR-EGFP | Dynein transport cell count | Autophagy mod | Autophagy mod cell loss 18 h | b-catenin transl | b-catenin transl cell count 5 µM | MT stabilize HCS | MT stabilize HCS Hoechst-high % | MT stabilize HCS cytotoxicity % | Insulin prom up | Insulin prom up cell count
CC1(C)Cc2nc(-c3ccccc3)nc(SCC(O)CO)c2CO1 (stereo not given) | 6.8% | -5.3% | i | 5.8% | -0.931 | -0.229 | -0.85 | 1.69 | . | . | -0.8 | 1348 | . | . | . | 0.16 | 994
O=C1CC(c2cccs2)CC2=C1C(c1ccccc1)n1ncnc1N2 (stereo not given) | -9.8% | 17.6% | i | 3.5% | 1.06 | -0.211 | 0.773 | -0.585 | i | 1.5 | -1.2 | 1086 | 2.8 | 2.6 | 6.9 | -1.39 | 1369
Cc1ccc(S(=O)(=O)C2(C(=O)Nc3ccc(C(C)C)cc3)CC2)cc1 | -13.6% | -13.3% | i | 3.4% | 1.29 | -0.217 | 0.398 | -1.45 | i | -2.9 | 0.3 | 1062 | 1.3 | 2.1 | 4.5 | -0.89 | 1260
Cc1nc(SCC(=O)c2ccc(F)cc2)n[nH]1 | 7.1% | 1.6% | i | 19.2% | 0.377 | -0.175 | 0.658 | 0.15 | i | -8.1 | -5.1 | 646 | 2.9 | 2.1 | 10.9 | 1.28 | 1238
CCc1c(C(=O)NCCc2ccc(OC)c(OC)c2)[nH]c(C)c1C(C)=O | 12.1% | 5.4% | i | 18.3% | -0.426 | -0.282 | 0.277 | 0.479 | i | 1.0 | -1.1 | 1078 | 2.7 | 1.5 | 3.3 | -0.17 | 1301
Cc1cccc(C2c3[nH]c4ccccc4c3CCN2C(=O)c2nn(C)c(=O)c3ccccc23)n1 (stereo not given) | -25.2% | 4.7% | i | 1.7% | 2.3 | 0.0118 | 1.14 | -1.64 | i | 13.6 | -0.6 | 1002 | 1.9 | 2.9 | 4.5 | -0.13 | 1553
O=C(O)CN1CCc2ccccc2C1 | -35.7% | 3.6% | i | -20.7% | 1.34 | -0.261 | 0.412 | -0.0232 | i | -9.8 | -1.3 | 1095 | 2.9 | 2.1 | 8.6 | -0.03 | 1487
OC(COC(c1ccccc1)c1ccccc1)CN1CCOCC1 (stereo not given) | -33.6% | 13.5% | i | 9.0% | 0.0104 | -0.163 | 0.00585 | -0.886 | i | 3.2 | 1.5 | 993 | 3.9 | 3.5 | 13.7 | -0.72 | 1207
